# Screening data: PubChem BioAssay, National Center for Advancing Translational Sciences (NCATS)
# AmpC inh detg = blocks E. coli AmpC beta-lactamase in detergent assay. P00811. AmpC hydrolysis of nitrocefin, absorbance 480 nm, 0.01% Triton. Potency, µM (series often up to 114 µM), without a hit: at the top dose activity change, negative = inhibition, hits mostly inhibitors. hit rate 0.041% among 370,000. AID 485294;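 further: potency means the concentration at half of the fitted maximal effect; 0% = no-compound wells and -100% = no-enzyme wells; nearly all actives have a fitted effect of over 25% in size; some results filed as inactive show a strong effect at the top dose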
# Target sequence (P00811 whole entry, looked up): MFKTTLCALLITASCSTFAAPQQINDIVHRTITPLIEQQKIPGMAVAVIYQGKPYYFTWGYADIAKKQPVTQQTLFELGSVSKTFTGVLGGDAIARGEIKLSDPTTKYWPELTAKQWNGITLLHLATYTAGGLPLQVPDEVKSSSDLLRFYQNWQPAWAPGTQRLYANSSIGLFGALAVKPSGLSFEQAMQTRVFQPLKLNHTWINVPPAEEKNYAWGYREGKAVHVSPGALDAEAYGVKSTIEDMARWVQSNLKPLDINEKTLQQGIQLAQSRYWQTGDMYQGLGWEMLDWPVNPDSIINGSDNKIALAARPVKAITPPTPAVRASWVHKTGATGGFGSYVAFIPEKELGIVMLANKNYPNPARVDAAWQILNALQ
#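 20 mM phosphate pH 7.0 + 0.01% (detergent screen) or 0.0001% Triton X-100; 5.3 nM AmpC reagent; cpd preinc 15 min RT; nitrocefin (800 uM stock) to start; A480 q20 s × 4 min; Activity was normalised to no-enzyme and no-compound control wells.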
# AmpC inh no detg = inhibitors of E. coli AmpC beta-lactamase without detergent. AmpC nitrocefin hydrolysis, absorbance 480 nm, 0.0001% Triton. Potency, µM (doses to about 57.1 µM), without a hit: at the highest dose activity change, negative = inhibition, hits mostly inhibitors. hit rate 0.52% among 330,000;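 further: potency means the concentration at half of the fitted maximal effect; plate controls were no compound for no effect and no enzyme for full effect; nearly all actives have a fitted effect of over 20% in size; some results filed as inactive show a strong effect at the top dose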
#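 20 mM phosphate pH 7.0 + 0.01% (detergent screen) or 0.0001% Triton X-100; 5.3 nM AmpC reagent; cpd preinc 15 min RT; nitrocefin (800 uM stock) to start; A480 q20 s × 4 min; Activity was normalised to no-enzyme and no-compound control wells.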
# HCMV antiviral = blocks human cytomegalovirus replication; HFF cells, HCMV-luciferase reporter, 72 h; hits give low values; activity change, negative = inhibition, % at 57.5 µM; hit rate 4.5% among 410,000; AID 1259415; in the data active means activity change below about -60%; inconclusive means no clear call, values can overlap the other calls; inactive means above about -39%
#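 Compounds were evaluated in HFFs infected with an HCMV luciferase reporter virus (MOI 1 PFU/cell). Luciferase in lysates collected 72 h post infection served as the replication measure.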
# AMA1-RON2 inh = inhibitors of Plasmodium falciparum AMA1-RON2 interaction; AlphaScreen AMA1-biotinylated RON2 peptide binding; Potency, µM (highest dose often 58.2 µM), inactives show top-dose activity change, negative = inhibition, most hits filed as inhibitors; hit rate 0.2% among 360,000;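 further: potency means the concentration at half of the fitted maximal effect; 0% = vehicle wells and -100% = peptide control; nearly all actives have a fitted effect of over 45% in size; some results filed as inactive show a strong effect at the top dose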
#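 AMA1 (3D7) with his tag at 25 nM final met compounds first, then biotinylated RON2 peptide at 25 nM; detection used donor plus acceptor beads, 10 µg/mL apiece, read by AlphaScreen after 30 min at room temperature.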
# HCV inhibitor = blocks hepatitis C virus | Huh7.5.1 HCVcc-Cre infection, luciferase reporter, 44 h | Potency, µM (highest dose often 41.8 µM), without a hit: at the highest dose activity change, negative = inhibition, hits mostly inhibitors | hit rate 3.4% among 340,000 | AID 651820; further: potency means the concentration at half of the fitted maximal effect
#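 Infectious HCV cell culture screen: compound-treated cells (1,000/well, pre-plated 4 h) are infected with HCVcc-Cre at roughly 0.5 moi and grown 44 h. Infection is quantified by luciferase signal after 15 min substrate incubation at room temperature.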
# LmPK inhibitor = blocks Leishmania mexicana pyruvate kinase activity; purified LmPK, Kinase-Glo ATP luminescence, 1 h; Potency, µM (highest dose often 57.5 µM), inactives show at the highest dose activity change, negative = inhibition, most hits filed as inhibitors; hit rate 0.37% among 290,000; AID 1721; further: potency means the concentration at half of the fitted maximal effect
# Target sequence (Q27686 whole entry, looked up): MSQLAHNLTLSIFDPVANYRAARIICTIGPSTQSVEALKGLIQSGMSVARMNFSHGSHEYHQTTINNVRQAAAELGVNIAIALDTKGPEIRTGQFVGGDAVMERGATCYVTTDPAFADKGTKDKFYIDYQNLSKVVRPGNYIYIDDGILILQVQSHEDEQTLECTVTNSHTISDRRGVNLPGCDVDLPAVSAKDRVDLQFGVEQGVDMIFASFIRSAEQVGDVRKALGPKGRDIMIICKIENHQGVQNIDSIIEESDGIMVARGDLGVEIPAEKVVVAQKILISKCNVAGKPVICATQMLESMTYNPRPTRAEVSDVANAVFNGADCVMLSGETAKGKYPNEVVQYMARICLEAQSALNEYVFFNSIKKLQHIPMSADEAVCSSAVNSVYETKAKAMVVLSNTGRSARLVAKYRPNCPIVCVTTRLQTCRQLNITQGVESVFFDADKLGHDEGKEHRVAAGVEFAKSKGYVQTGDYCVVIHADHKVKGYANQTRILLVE
#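 0.1 nM LmPK, 0.5 mM PEP, 0.1 mM ADP; 50 mM imidazole pH 7.2, 7 mM MgCl2, 50 mM KCl; 1 h RT. Kinase-Glo luminescence readout, normalized to no-enzyme (full inhibition) and uninhibited wells.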
# Tb PYK inh = inhibitors of Trypanosoma brucei pyruvate kinase; Q57TT1; TbPYK enzyme, Kinase-Glo Plus ATP luminescence, 45 min; Potency, µM (doses to about 76.8 µM), inactives show top-dose activity, negative = inhibition, usual class: inhibitors; hit rate 0.12% among 410,000; further: potency means the concentration at half of the fitted maximal effect; nearly all actives have a fitted effect of over 50% in size
#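 Quantitative HTS: titrated library compounds versus trypanosomal pyruvate kinase in TEA buffer (pH 7.2) containing KCl, MgCl2, BSA and Tween-20. Reactions were initiated with ADP, 130 uM final. Kinase-Glo Plus luminescence was read after 45 min at RT.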
# * = called active by the depositor; ? = inconclusive; . = no result given; & = joins results of further samples; [ ] = another dose, or the depositor's remark. Unless noted, the call rests on the fitted dose curve; in most records, active means well fitted curve in the direction sought with a large enough effect; inconclusive means small, poorly fitted or top-dose-only effect, or another doubt; inactive means no such curve, though single readings can be large; an effect the other way counts as inactive or inconclusive. Unless noted, on the % scale 0 is the no-effect control and ±100 the full control effect.
SMILES	AmpC inh detg	AmpC inh no detg	HCMV antiviral	AMA1-RON2 inh	HCV inhibitor	LmPK inhibitor	Tb PYK inh
C=CCNC(=O)/C(=C\C=C\c1ccccc1)NC(=O)c1ccc(OCCCC)cc1	0%	35%	52	-8%	-12%	1%	-4%
CC(C)C(NC(=O)OCc1ccccc1)C(=O)NC(Cc1ccc(O)cc1)C(=O)O (configuration not stated)	?	-18%	?	16%	6%	1%	1%
CC(C)CNC(=O)CC(c1ccccc1)c1c(O)ccc2ccccc12 (configuration not stated)	0%	-19%	16	-6%	-11%	3%	-21%
Clc1ccc(CSc2nnc(-c3ccccn3)n2Cc2ccco2)c(Cl)c1	-1%	-2%	-10	21%	?	0%	-8%
Cc1ccc(S(=O)(=O)N(C)c2ccccc2)cc1	0%	-18%	-24	12%	10%	7%	-5%
Cc1cccc(Cn2c(SCc3ccc(C(=O)NC4CCCC4)cc3)nc3cccnc32)c1	17%	.	-26	.	.	.	1%
Cc1ccc(C(=O)NC(C)C(c2cccs2)N2CCOCC2)cc1C (configuration not stated)	.	.	13	10%	.	.	-1%
O=C(NCc1ccccc1)c1cccn1-c1nnc(N2CCCCC2)s1	5%	.	?	.	.	.	4%[15.4 µM]
COc1ccc(NC(=O)Nc2cc(C)ccc2OC)cc1	10%	1%	-10	14%	?	-3%	1%
COc1cc2[nH]c(=O)n(Cc3ccc(C(=O)NCc4ccc(C)cc4)cc3)c(=O)c2cc1OC	5%	.	0	.	.	.	2%
Cc1cccc(C(=O)N2CCN(c3ccc([N+](=O)[O-])c(N4CCOCC4)c3)CC2)c1	2%	100%[activator]	-23	-22%	-17%	-3%	5%
Cc1c(CN(C)CCc2ccccc2)c(=O)n(-c2ccccc2)n1C	-14%	-16%	-15	-19%	16%	0%	-8%
O=C(c1ccc(CS(=O)(=O)c2ccccc2)o1)N1CCN(c2ncccn2)CC1	-7%	-3%	10	-1%	-5%	1%	-4%
COCCCN1C(=O)C(CC(=O)NCc2ccco2)CC(C(=O)N(C)C)=C1C (configuration not stated)	.	.	-1	4%	.	.	-6%
CCS(=O)(=O)c1ccc2oc(Nc3ccc(C(C)C)cc3)nc2c1	-2%	-41%	14	3%	?	12%	-29%
C=CCc1ccc(OCCOCCNCCOC)c(OC)c1	-9%	15%	9	-2%	-16%	-4%	2%
COc1cccc(C(=O)Cn2c(=O)n(CCC(=O)NCC3CCCO3)c(=O)c3cc(OC)c(OC)cc32)c1 (configuration not stated)	5%	154%[activator]	-13	2%	2%	-9%[11.5 µM]	0%
CC(C)c1ccc(NC(=S)NN2CCN(C)CC2)cc1	1%	-7%[2.29 µM]	-29	2%	?	-2%	-2%
COCCn1c(C)cc(C(=O)COC(=O)c2ccc[nH]c2=O)c1C	-7%	-6%	-65*	5%	20%	-5%	-17%
CC1CCCCN1C(=O)CCS(=O)(=O)c1cc2c(cc1Cl)NC(=O)CO2 (configuration not stated)	-8%&19%	-5%	-7&-4	-6%	16%	-1%	-7%&-3%
O=C(NCc1ccc2c(c1)OCO2)c1ccc(CN2CCOCC2)cc1	1%	1%	39	-5%	-1%	-5%	2%
NC(=S)Nc1ccc(F)cc1F	2%	-20%	47	-16%	7%	-3%	8%
O=C(COc1cnc2ccccc2n1)NCCC1=CCCCC1	2%	-15%	27	6%	8%	0%	-2%
CCOC(=O)NNc1ccc2nonc2c1[N+](=O)[O-]	-5%	-29%	.	?	?	-1%	-17%
Cc1cc(C)c2[nH]c(=O)c(C(c3nnnn3C(C)(C)C)N3CCN(C(=O)c4ccco4)CC3)cc2c1 (configuration not stated)	-3%	52%	.	6%	-5%	8%	?
CCOC(=O)c1cnn2c(C(F)(F)F)cc(-c3ccco3)nc12	?	4%	29	7%	-19%	-1%	6%
COc1ccc(CC(=O)NCC(c2ccc(OC)cc2)N(C)C)cc1 (configuration not stated)	2%	4%	37	1%	8%	-5%	1%
Cc1cccc(NC(=O)c2sc3cccc(Cl)c3c2Cl)c1	3%	.	50	.	.	.	4%
O=C(NC(Cc1ccccc1)C(=O)N1CCN(c2ccccc2O)CC1)c1ccccc1 (configuration not stated)	-13%	-7%	-11	-5%	?	.	0%
Cc1cc(-c2ccc(C(=O)O)s2)cnc1N	1%	-10%	58	-2%	25%	-7%	-11%
O=C(NCc1ccccn1)c1ccc(S(=O)(=O)Nc2ccccc2F)cc1	0%	-14%	.	81%[activator]	4%	-9%	0%
COC(=O)c1ccc(C2/C(=C(/O)c3ccc(OC(C)C)cc3)C(=O)C(=O)N2c2cc(C)on2)cc1 (configuration not stated)	-5%	-23%	15	-4%	18%	6%	0%
CSc1ncccc1C(=O)OCc1c(F)cccc1Cl	?	-59%	-31	34%[activator]	0%	5%	2%
COc1ccc2cc(C(=O)NCc3ccco3)c(=Nc3ccc(C(=O)O)cc3)oc2c1	-9%	-8%	-20	-11%	?	2%	2%
COc1ccc(C2/C(=C(/O)c3ccc4c(c3)CC(C)O4)C(=O)C(=O)N2CCN2CCOCC2)cc1 (configuration not stated)	6%	-9%	-7	-4%	0%	-3%	-3%
COc1ccc(N(CC(=O)Nc2ccc(OC)c(OC)c2)S(=O)(=O)c2ccccc2)cc1Cl	3%	37%	59	-5%	13µM*	2%	3%
CC(C)C(NC(=O)C1CC(=O)N(Cc2ccccc2)C1)c1nc2ccccc2[nH]1 (configuration not stated)	.	-30%	13	-3%	-1%	.	0%
COCCCNC(=O)c1ccc(Cn2c(=O)c3ccccc3n(CC(=O)Nc3c(C)cccc3C)c2=O)cc1	12%	.	-4	.	.	.	4%
CCOCCCNC(=O)c1[nH]c2cc(C)ccc2c1Sc1ccc(Cl)cc1	8%	.	10	.	.	.	2%
Cc1ccc(S(=O)(=O)N2CCN(C(=O)C3CCN(c4ncnc5sc(C)c(C)c45)CC3)CC2)c(C)c1	.	.	-80*	-1%	4.5µM*	.	1%
COc1ccc(-c2csc3ncnc(Sc4nnnn4C)c23)cc1	.	-6%	-92*	.	.	.	3%
CN(C)c1ccc(-c2nc3cc(N)ccc3o2)cc1	1%	55%	-35	-3%	-23%	-24%	-1%
Cn1cc(C(=O)N2CCCCCC2)c(=O)c2cc(S(=O)(=O)N3CCCCC3)ccc21	-8%	7%	-33	4%	?	5%	7%
CC1CCN(S(=O)(=O)c2ccc3c(c2)N(CC(=O)N(C)Cc2ccco2)C(=O)CO3)CC1	7%	95%[activator]	-13	4%	?	8%	-11%
CC1CC(C)CN(C(=O)c2cn(C)c3ccc(S(=O)(=O)N(C)C)cc3c2=O)C1 (configuration not stated)	?	-1%	-5	-1%	2%	1%	3%
COc1ccccc1NC(=O)C1=C(C)Nc2nc(SCc3ccccc3F)nn2C1c1ccncc1 (configuration not stated)	?	.	-22	.	.	.	1%
Brc1ccc(Cn2c(-c3cncs3)nc3ccccc32)cc1	?	-17%	50	1%	?	0%	-7%
COc1ccc(OCC2CCCN(Cc3nc(CC4CC4)no3)C2)cc1 (configuration not stated)	8%	106%[activator]	-2	?	10%	-18%	1%
CSc1nnc(-c2ccc(C(F)(F)F)cn2)o1	-4%	-1%	?	-12%	14%	-5%	-2%
CC(C)(C)C(=O)NC1(C(F)(F)F)NC(=O)N(c2ccc(F)cc2)C1=O (configuration not stated)	0%&26%	-11%	-17&29	-2%	11%	0%	-1%&6%
Cc1cc2c(c(=O)o1)C(c1ccc([N+](=O)[O-])o1)C(C#N)=C(N)O2 (configuration not stated)	1%	-37%	-40	?	14%	14%	-15%
O=C(O)c1ccc(NC(=O)C2CCN(S(=O)(=O)c3ccc4c(c3)OCCO4)CC2)cc1	.	.	-23	-1%	.	.	-6%
COc1ccc(-c2nnc(-c3ccccc3O)o2)cc1	0%	-28%	77	80%[activator]	-11%	-11%	-7%
COc1cccc(C(=O)Nc2nc3ccc(S(=O)(=O)N4CCCC4)cc3s2)c1	20%	.	-5	.	.	.	6%
Cn1c(=O)oc2cc(S(=O)(=O)N3CCCC(C(=O)Nc4ccc5c(c4)OCCO5)C3)ccc21 (configuration not stated)	-9%	25%	-9	18%	2%	3%	-9%

# Quoted from the entries so far, 11 compounds:
SMILES	AmpC inh detg	AmpC inh no detg	HCMV antiviral	AMA1-RON2 inh	HCV inhibitor	LmPK inhibitor	Tb PYK inh
O=C(NCc1ccccn1)c1ccc(S(=O)(=O)Nc2ccccc2F)cc1	0%	-14%	.	81%[activator]	4%	-9%	0%
COC(=O)c1ccc(C2/C(=C(/O)c3ccc(OC(C)C)cc3)C(=O)C(=O)N2c2cc(C)on2)cc1 (configuration not stated)	-5%	-23%	15	-4%	18%	6%	0%
CSc1ncccc1C(=O)OCc1c(F)cccc1Cl	?	-59%	-31	34%[activator]	0%	5%	2%
COc1ccc2cc(C(=O)NCc3ccco3)c(=Nc3ccc(C(=O)O)cc3)oc2c1	-9%	-8%	-20	-11%	?	2%	2%
COc1ccc(C2/C(=C(/O)c3ccc4c(c3)CC(C)O4)C(=O)C(=O)N2CCN2CCOCC2)cc1 (configuration not stated)	6%	-9%	-7	-4%	0%	-3%	-3%
COc1ccc(N(CC(=O)Nc2ccc(OC)c(OC)c2)S(=O)(=O)c2ccccc2)cc1Cl	3%	37%	59	-5%	13µM*	2%	3%
CC(C)C(NC(=O)C1CC(=O)N(Cc2ccccc2)C1)c1nc2ccccc2[nH]1 (configuration not stated)	.	-30%	13	-3%	-1%	.	0%
COCCCNC(=O)c1ccc(Cn2c(=O)c3ccccc3n(CC(=O)Nc3c(C)cccc3C)c2=O)cc1	12%	.	-4	.	.	.	4%
CCOCCCNC(=O)c1[nH]c2cc(C)ccc2c1Sc1ccc(Cl)cc1	8%	.	10	.	.	.	2%
Cc1ccc(S(=O)(=O)N2CCN(C(=O)C3CCN(c4ncnc5sc(C)c(C)c45)CC3)CC2)c(C)c1	.	.	-80*	-1%	4.5µM*	.	1%
COc1ccc(-c2csc3ncnc(Sc4nnnn4C)c23)cc1	.	-6%	-92*	.	.	.	3%
